Compound activity from PubChem BioAssay.
PG9 Ab binder = PG9 antibody binding by small molecule. TR-FRET gp120-PG9 antibody binding. inhibition, % at 6.7 µM. AID 624416. 0.43% of 360,000 active; in the data active means inhibition above about 8.5%
NR1D1 modulator = Rev-erb alpha (human) modulation. activity, % at 10 µM. P20393. Rev-erbα–FITC-DNA binding, fluorescence polarization, 90 min. 0.79% of 370,000 active. AID 1259318;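 active means activity above about 14%, limit read from the data; passing the limit was not always enough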;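 further: 0% = DMSO wells with 35 nM protein and 100% = DMSO wells with 750 nM protein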
LEDGF integ inh = blocks HIV-1 LEDGF/p75-dependent DNA integration. TR-FRET IN-LEDGF/p75 DNA integration, Eu/Cy5. 0.64% of 370,000 active. inhibition, % at 3.7 µM. AID 743269;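 active means inhibition above the screen-wide mean plus 3 SD, cut at about 13% in these data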;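 further: signal is the Cy5 over europium emission ratio at 671 and 618 nm; 0% = plate median of compound wells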
MBD2 DNA inh = inhibitors of human MBD2 binding to methylated oligonucleotide | TR-FRET | inhibition, % at 4.4 µM | 0.31% of 370,000 active | AID 686964; in the data active means inhibition above about 13%
HTRA1 inhibitor = inhibitors of human serine peptidase HTRA1 | Q92743 | recombinant HTRA1, FP-rhodamine activity-based probe, fluorescence polarization | inhibition, % at 5.96 µM | 0.5% of 340,000 active | AID 504803; in the data active means inhibition above about 36%;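 further: 0% = enzyme with DMSO and 100% = wells lacking enzyme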
rCAG RNA binder = binds r(CAG) RNA repeats. r(CAG) RNA repeat, TO-PRO-1 dye displacement fluorescence. inhibition, % at 3 µM. 1.3% of 370,000 active. AID 651821;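 active means inhibition above the plate cutoff, the mean of all test compounds on that plate plus 3 SD, cut at about 35% in these data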;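 further: 0% = DMSO alone and 100% = 100 µM mitoxantrone as full dye displacement; higher means more dye released from RNA so lower well fluorescence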
TCR CD3 inh = blocks the human TCR-CD3 interaction; TAMRA-labeled TCR probe fluorescence, biochemical; inhibition, % at 9.4 µM; 0.37% of 360,000 active; in the data active means inhibition above about 19%;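 further: recombinant mutant TCR 2C K166C tagged with TAMRA read by polarization; 0% = receptor in buffer alone and 100% = receptor with positive control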
ABHD4 inh = inhibits mouse alpha/beta hydrolase domain 4. inhibition, % at 8.92 µM. Q8VD66. purified mABHD4, FP-Rh probe fluorescence polarization. AID 720543. 0.54% of 370,000 active;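 active means inhibition exceeding the mean over every tested compound plus 3 SD, cut at about 30% in these data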;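 further: 0% = plate median of compound wells and 100% = S159A mutant with DMSO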
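Test system: mABHD4 protein; Read-out basis: % inhibition; Incubation: 45 min + 60 min at 25 °C; Repeats: single replicate; Technique: fluorescence polarization with parallel and perpendicular emission, 525/598 nm; Compound: 8.92 µM, single dose; Benchmarks: full inhibition S159A mutant plus DMSO, zero as sample-well median.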
UHRF1 MBD2 ctr = UHRF1 methyl-DNA binding inhibition | Q96T88 | UHRF1 binding to methylated oligo, TR-FRET | inhibition, % at 4.4 µM | 0.75% of 370,000 active; in the data active means inhibition above about 21%;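 further: UHRF1 SRA domain binding a hemimethylated CpG hairpin DNA probe; 0% = median of test compound wells and 100% = reference inhibitor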
Target sequence (Q96T88 whole entry, looked up, the tested form may be a part): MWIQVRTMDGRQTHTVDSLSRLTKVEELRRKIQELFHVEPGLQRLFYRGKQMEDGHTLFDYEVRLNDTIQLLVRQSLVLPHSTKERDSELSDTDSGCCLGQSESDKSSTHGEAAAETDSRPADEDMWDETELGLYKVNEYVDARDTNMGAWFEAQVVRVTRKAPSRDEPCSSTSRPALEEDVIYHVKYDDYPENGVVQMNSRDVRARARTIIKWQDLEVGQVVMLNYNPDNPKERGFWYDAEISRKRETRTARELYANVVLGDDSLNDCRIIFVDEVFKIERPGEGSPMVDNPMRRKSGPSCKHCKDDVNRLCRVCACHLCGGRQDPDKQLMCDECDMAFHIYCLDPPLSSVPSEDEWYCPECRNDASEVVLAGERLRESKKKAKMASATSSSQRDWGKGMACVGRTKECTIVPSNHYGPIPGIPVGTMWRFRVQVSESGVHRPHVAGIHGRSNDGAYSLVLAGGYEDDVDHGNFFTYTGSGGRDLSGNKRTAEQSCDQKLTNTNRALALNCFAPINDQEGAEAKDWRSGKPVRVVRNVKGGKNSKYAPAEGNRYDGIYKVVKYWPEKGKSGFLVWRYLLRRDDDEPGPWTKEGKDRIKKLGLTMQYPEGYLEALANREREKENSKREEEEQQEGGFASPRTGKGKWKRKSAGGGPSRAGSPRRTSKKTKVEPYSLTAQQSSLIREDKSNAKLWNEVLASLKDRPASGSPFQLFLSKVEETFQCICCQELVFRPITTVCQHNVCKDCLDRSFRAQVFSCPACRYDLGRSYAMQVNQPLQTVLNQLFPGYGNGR
PRMT1 FP inh = blocks human protein arginine methyltransferase 1; recombinant PRMT1, activity-based probe fluorescence polarization; inhibition, % at 2.79 µM; 1.3% of 370,000 active; AID 652257;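 active means inhibition above about 21% made by adding two undisclosed values, limit read from the data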
Active calls of the source: *; . = no result given. A portion of the library. The share of hits here may be higher or lower than overall.

Values run as follows: ABHD4 inh	NR1D1 modulator	MBD2 DNA inh	PRMT1 FP inh	LEDGF integ inh	TCR CD3 inh	UHRF1 MBD2 ctr	rCAG RNA binder	PG9 Ab binder	HTRA1 inhibitor
- CCCc1cc2c(=O)c(-c3ccc4c(c3)OCCO4)c(C)oc2cc1OS(C)(=O)=O
  1	-3	-2	-2	2	4	1	5	0.7	-32
- CCN(CC)C(=O)Oc1ccc(Br)cc1C(=O)Nc1ccc(F)cc1F
  0	5	-4	2	3	-8	7	-1	1.4	3
- COc1nc(NCc2ccco2)nc(NC2CCCCC2)n1
  2	-1	-4	1	0	6	-1	-1	-0.4	-8
- COc1ccc(CN2C(=O)CCC2(C)C(=O)NC2CCCCC2)c(OC)c1 (stereo unspecified)
  -3	7	2	1	-1	2	0	-5	-1.3	5
- CCN(CC(=O)Nc1ccc(OC)c(OC)c1)CC(=O)Nc1ccccc1C(F)(F)F
  5	1	1	0	-3	1	-1	2	-2.4	-1
- O=C(COC(=O)c1ccccc1OC(F)F)Nc1ccc2[nH]c(=O)[nH]c2c1
  5	-5	1	0	-6	-14	1	0	0.3	-1
- C[C@@H](C(=O)Nc1nc2ccc(F)cc2s1)N1C(=O)C2CC=CCC2C1=O (stereo partly specified)
  -13	5	-3	3	5	-3	5	7	-0.6	-5
- NS(=O)(=O)c1cc2c(cc1Cl)NC(CC1CCCC1)NS2(=O)=O (stereo unspecified)
  -1	-3	1	-3	-1	1	1	5	-3.0	-4
- CCCn1c(CC)nc([N+](=O)[O-])c1Sc1ccc(F)cc1
  4	-2	1	-1	-1	-3	1	-1	-2.4	-5
- O=C(C1COc2ccccc2O1)N1CCN(Cc2ccccc2)CC1 (stereo unspecified)
  -3	-2	-2	-3	2	-3	0	-8	0.9	-2
- Cc1cc(C)n2c(SCc3cccs3)nnc2n1
  2	1	-1	-1	-4	2	3	5	-1.5	0
- COc1ccc(Cl)cc1C(=O)Nc1cccc2ncccc12
  2	3	2	2	-3	-11	19	4	-0.8	7
- Cc1cccc(N2C(=O)Cc3ccccc3C2=O)c1
  -1	4	-5	1	2	0	-6	10	0.2	-11
- CNCC(O)CN(c1ccccc1)c1ccccc1 (stereo unspecified)
  -3	2	5	3	-3	-3	6	-1	0.4	-1
- Cc1ccc(NC(=O)c2ccc(CSc3ccccn3)cc2)cc1
  -7	2	2	3	2	-1	1	2	-0.8	-13
- CCOc1ccccc1OCC(=O)Nc1ccc(N2CCOCC2)cc1N1CCOCC1
  2	1	-3	-4	0	6	3	-9	0.6	6
- CCC(C)NC(=S)Nc1ccc(F)cc1 (stereo unspecified)
  3	-2	-4	-4	4	7	-1	0	-0.4	7
- C=C(C)/C=N/NC(=S)Nc1ccc(S(=O)(=O)N2CCOCC2)cc1
  0	-2	0	0	0	3	0	8	-1.0	-2
- Cc1cccc(OCC(=O)NCC(c2ccco2)N2CCCC2)c1 (stereo unspecified)
  -3	-1	2	1	5	4	0	2	-2.6	1
- CCOC(=O)[C@@]12CCC3=C1N(CCC3)C(=O)[C@H](CC(=O)N1CCCC1)C2
  3	3	1	-2	-6	.	0	1	.	.
- CCOc1ccc(C(=O)NCCC2=CCCCC2)cc1OCC
  -9	-1	-5	-3	3	-8	3	-5	0.5	0
- C[C@@H]1COC(=O)[C@H](Cc2ccc(F)cc2)CC/C=C\C[C@@H](CC(=O)NCCO)C(=O)N1
  -6	-10	-4	-1	-1	3	1	-5	0.0	-6
- CCOc1ccc(/C(O)=C2\C(=O)C(=O)N(CCN(C)C)C2c2cccc(OC)c2OC)cc1Cl (stereo unspecified)
  -1	4	1	-1	0	3	-3	-2	1.4	-4
- COc1cc(NC(=O)c2c(F)c(F)c(OC)c(F)c2F)ccc1NC(=O)c1cccs1
  -12	-2	-1	3	-5	3	2	10	-0.7	-32
- S=C(NCc1ccco1)NC1CCCc2ccccc21 (stereo unspecified)
  -11	4	-2	-7	-2	7	-2	-2	1.1	5
- CCCCNC(=O)c1ccc(NC(=O)CC2SC(N3CCCC3)=NC2=O)cc1 (stereo unspecified)
  3	3	-7	6	0	0	-1	-1	-0.6	0
- COc1ccccc1S(=O)(=O)Cc1ccc(C(=O)NCC2CCCO2)o1 (stereo unspecified)
  3	1	3	0	2	-3	0	3	0.5	4
- COc1ccc(Br)cc1CN1CCN(C(=O)c2cccc(F)c2)CC1
  7	-2	4	-1	-3	-10	-4	-7	-1.4	-4
- O=C(NCCN1CCN(c2ccc([N+](=O)[O-])cc2)CC1)NCc1ccccc1
  -2	2	-4	-7	5	6	-3	-1	-2.8	3
- O=C(c1cc(COc2cccc(C(F)(F)F)c2)on1)N1CCC(c2ccccc2)CC1
  -8	3	4	-2	1	-5	4	0	-2.2	-30
- Cc1nc2c(nnn2Cc2ccccc2Cl)c(=O)[nH]1
  0	-2	1	0	2	1	-1	0	-1.8	4
- CCCCCCCNC(=O)C1(CC2CC(c3ccccc3)=NO2)CCN(C(=O)c2ccccc2)CC1 (stereo unspecified)
  -5	3	2	2	1	-4	0	2	-0.6	-45
- O=C(CCC(=O)N1CCOCC1)Nc1ccc(Cl)c(Cl)c1
  4	-5	-5	3	-5	-1	-2	-6	-2.3	1
- Cc1ccc(S(=O)(=O)N(CCCc2c(C)nc(N)[nH]c2=O)Cc2ccc([N+](=O)[O-])cc2)cc1
  5	0	1	2	-5	-2	2	10	-1.4	-11
- CCCCc1ccc(NC(=O)CN(C)CC(=O)Nc2ccccc2Cl)cc1
  -22	-3	0	-3	5	-14	6	1	0.9	-36
- CCOc1ccc2cc(S(=O)(=O)N3CCN(C)CC3)ccc2c1
  3	2	7	3	-3	0	16	-2	2.6	-4
- CCOC(=O)c1ccc(NC(=O)CN2C(=O)CSC(C)C2=O)cc1 (stereo unspecified)
  3	-1	6	-1	0	-2	4	-3	-1.9	0
- CCCCNS(=O)(=O)CCNCc1ccc(OC)cc1
  -1	-3	0	-2	0	0	3	3	-1.1	1
- CCCc1nc2scc(-c3ccccc3)c2c(=O)n1N
  -8	-1	-5	0	0	6	-1	2	-1.5	2
- COc1ccc(NC(=O)Cn2c(=O)n(CC(=O)NCc3ccco3)c(=O)c3ccccc32)cc1
  -7	1	2	2	1	-9	1	3	0.1	-1
- CCOc1ccc(NC(=O)CCN2CCN(S(=O)(=O)c3cc(Cl)ccc3OC)CC2)cc1
  9	-2	-1	0	0	2	-2	-4	-1.0	-6
- CCCCC(=O)N1CC(=O)Nc2ccc(F)cc2C1c1ccccc1 (stereo unspecified)
  0	2	-1	-1	1	1	1	-6	-2.8	4
- COc1ccc(NCc2n[nH]c(=O)c3ccccc23)cc1
  7	0	-2	2	-2	-5	-4	-2	-2.1	1
- CCc1cccc(NC(=O)CCCSc2nc3ccccc3[nH]2)c1
  -7	-7	1	0	0	8	-1	-1	-2.1	-34
- CCN(CC)C(=O)c1nc[nH]c1C(=O)N(C)Cc1ccccc1
  0	-4	0	1	-1	-4	0	7	0.6	1

Complete entries, quoted from the list:
CCCc1nc2scc(-c3ccccc3)c2c(=O)n1N reads ABHD4 inh = -8; NR1D1 modulator = -1; MBD2 DNA inh = -5; PRMT1 FP inh = 0; LEDGF integ inh = 0; TCR CD3 inh = 6; UHRF1 MBD2 ctr = -1; rCAG RNA binder = 2; PG9 Ab binder = -1.5; HTRA1 inhibitor = 2
CCc1cccc(NC(=O)CCCSc2nc3ccccc3[nH]2)c1 reads ABHD4 inh = -7; NR1D1 modulator = -7; MBD2 DNA inh = 1; PRMT1 FP inh = 0; LEDGF integ inh = 0; TCR CD3 inh = 8; UHRF1 MBD2 ctr = -1; rCAG RNA binder = -1; PG9 Ab binder = -2.1; HTRA1 inhibitor = -34

(continued)
Values run as follows: ABHD4 inh	NR1D1 modulator	MBD2 DNA inh	PRMT1 FP inh	LEDGF integ inh	TCR CD3 inh	UHRF1 MBD2 ctr	rCAG RNA binder	PG9 Ab binder	HTRA1 inhibitor
- CC(=O)C1=C(C)N(Cc2ccc(F)cc2)C(=S)NC1c1ccccc1 (stereo unspecified)
  2	3	0	-3	-2	4	-1	2	-3.1	.
- COc1cc(OC)cc(C(=O)N[C@H](C(=O)NCc2cccs2)C(C)C)c1
  -4	1	3	-2	3	4	-4	-3	0.7	3
- NC(Cc1ccccc1)c1csc(Nc2ccc(C(=O)NCCO)cc2)n1 (stereo unspecified)
  3	6	-5	-6	3	6	-2	10	-1.0	.
- Cc1onc(-c2c(F)cccc2Cl)c1C(=O)NC1CCSC1=O (stereo unspecified)
  3	8	0	0	-4	-1	-1	-1	1.0	-2
- CN(C)c1ccc(/C=N/NC(=O)c2ccc(Cl)cc2)cc1
  -2	.	-4	-2	-2	3	-6	2	-5.4	2
- Cc1ccc(C(=O)CCC(=O)OCC(=O)Nc2nnc(-c3ccccc3)o2)cc1
  1	-2	3	4	-1	-5	0	11	0.7	3
- CCN(CC(=O)NCc1cccs1)C(=O)CCC(=O)c1ccc(C)cc1
  -1	4	2	-2	2	-8	-3	0	-2.9	-6
- COc1ccc(OC)c(S(=O)(=O)N(C)CC(=O)Nc2ccccc2OC)c1
  2	0	2	-1	2	0	1	-1	0.1	-1
- O[C@@H](Cc1ccccc1)[C@@H](/C=C/c1ccccc1)N(Cc1ccccc1)Cc1ccccc1
  -12	-4	-1	0	1	-5	0	6	-0.6	.
- O=C(NCCc1ccccc1)c1ccc(S(=O)(=O)N2CCCC2)cc1
  -1	-4	1	2	1	-5	0	0	0.0	4
- S=C(Nc1ccc2c(c1)OCO2)N1CCCC1
  0	12	2	4	-5	0	0	-1	-0.5	2
- CN(C)S(=O)(=O)Oc1cccc(C(=O)Nc2ccc([N+](=O)[O-])cc2)c1
  -6	0	3	2	3	1	-3	6	-3.3	-6
- CN1CCc2c1nc1ccccc1c2N=C1CCCN1Cc1ccccc1
  -2	-2	2	-1	1	-1	0	-5	-0.3	-15
- O=C(CC1Sc2ccccc2NC1=O)NNc1ccc(F)cc1 (stereo unspecified)
  4	-2	-9	3	3	-1	0	2	-1.6	-2
- CCOc1ccc(NC(=O)c2cc(Cl)nc3ccccc23)cc1
  2	-8	-1	-3	2	13	1	1	-2.7	-6
- C[C@@H]1C=C(C(=O)N2CCOCC2)O[C@H](OCc2ccc(CO)cc2)C1
  -1	6	-7	-2	-1	4	0	-2	-0.8	-13
- CC(C(=O)NCCC1=CCCCC1)N1C(=O)c2ccccc2C1=O (stereo unspecified)
  -10	-2	0	1	5	-1	-3	-4	-0.1	1
- CC1CN(S(=O)(=O)c2ccc(C(=O)Nc3sccc3C(N)=O)cc2)CC(C)O1 (stereo unspecified)
  -11	3	2	2	-3	1	0	11	-1.0	-9
- O=C(CCn1c(=O)oc2ccccc21)Nc1ccc(C(=O)O)cc1
  9	-4	4	7	-6	-3	-1	-3	0.7	11
- CC(C)CCN1CCN(Cc2nc3c(s2)CCCC3)CC1CCO (stereo unspecified)
  -1	-3	-1	-4	4	4	0	-10	1.3	-2
- COc1cccc(CC(=O)Nc2ccc(S(=O)(=O)Nc3nccs3)cc2)c1
  -4	5	-1	-4	4	2	0	12	0.2	-12
- CCCN(CC(=O)Nc1ccccc1OC)C(=O)c1cccc(S(=O)(=O)NCc2ccccc2)c1
  -3	-3	4	0	-2	-3	0	-5	-1.1	-15
- Cc1ccc(NS(=O)(=O)c2ccccc2F)cc1S(=O)(=O)N1CCCCC1
  3	9	0	-3	0	9	-1	19	1.1	-5
- CC(c1ccco1)N(C(=O)c1ccc(F)cc1)c1ccccn1 (stereo unspecified)
  0	-2	4	3	0	-2	0	-4	-1.4	3
- CCNCc1ccccc1OCc1ccccc1
  1	-3	1	-1	0	0	1	-2	-0.5	4
